BCR signal inh: qHTS Assay to Find Inhibitors of Chronic Active B-Cell Receptor Signaling | ABC-DLBCL IkBa-CBG/CBR reporter, luminescence ratio, 4 h | Potency, µM (doses to about 46.1 µM), for inactives: top-dose ratio change, negative = lower green/red ratio, usual class: inhibitors | 0.05% of 340,000 active | AID 493014, 2011; active = well fitted inhibition curve with a large enough effect in the signal ratio, with a control signal flat, not every such curve was filed as active; inconclusive = small, poorly fitted or top-dose-only effect, or effect the other way, or a change in a side signal; the % refers to the signal ratio;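 also: potency is read from the fitted curve at half-maximal effect; plate controls were basal doxycycline-induced cells for no effect and cells given 10 µM MG132 for full effect; MG132 reads +100%, hits lower the ratio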
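Compounds up to 46 uM were incubated four hours with TMD8 cells whose green CBG68 luciferase is fused to IkappaBalpha; red CBR luminescence normalised the signal, and concentration-effect curves were fitted to fusion, red and ratio data.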
TCR act: Activators of T cell receptors: qHTS campaign | primary human leukocytes, anti-CD3, IL-2 HTRF, 48 h | Potency, µM (series often up to 9.22 µM), for inactives: at the highest dose activation of IL-2 secretion, usual class: activators | 330,000 tested, under 10 active; also: % of control where 0% means no effect
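Readout: HTRF IL-2, Eu-cryptate/d2 antibody pair, 320nm excitation, 665nm emission. Stimulus: a-CD3 beads, no co-stimulation. Cells: primary human leukocytes. Exposure: 48 hr with compound.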
TSG101-PTAP inh: qHTS Assay for Iinhibitors of HIV-1 Budding by Blocking the Interaction of PTAP/TSG101. Tumor susceptibility gene 101 protein (Homo sapiens), Q99816. Potency, µM (top dose mostly 115 µM), for the others: at the highest dose activity change, negative = inhibition, actives largely listed as inhibitors. Fluorescence polarization, FITC-PTAP peptide / Tsg101 binding. 340,000 tested, under 10 active; active = well fitted inhibition curve with a large enough effect in the main read-out, with a control signal flat, not every such curve was filed as active; inconclusive = small, poorly fitted or top-dose-only effect, or effect the other way, or a change in a side signal; inactive = no such curve, though single readings can be large or run the other way; also: potency is read from the fitted curve at half-maximal effect; % of control where 0% means no effect
Target sequence (Q99816 whole entry, looked up): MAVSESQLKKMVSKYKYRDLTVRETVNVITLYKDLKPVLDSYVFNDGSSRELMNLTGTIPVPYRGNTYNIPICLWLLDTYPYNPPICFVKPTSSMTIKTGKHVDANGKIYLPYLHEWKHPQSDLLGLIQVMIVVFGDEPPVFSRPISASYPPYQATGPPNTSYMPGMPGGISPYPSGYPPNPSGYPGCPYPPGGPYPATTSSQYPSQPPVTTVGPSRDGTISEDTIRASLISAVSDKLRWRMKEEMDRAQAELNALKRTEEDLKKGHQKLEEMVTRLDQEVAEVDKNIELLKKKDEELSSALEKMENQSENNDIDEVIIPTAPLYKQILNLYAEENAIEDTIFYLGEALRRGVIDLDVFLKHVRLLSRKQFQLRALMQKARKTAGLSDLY
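Fluorescence polarization binding of Tsg101 binding domain (10 uM final) to FITC-labeled PTAP peptide (50 nM final) in HEPES pH 7.5 buffer with NaCl, Tween 20, EDTA, TCEP. Compounds added before peptide; binding 20 min at RT.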
Eya2 phos inh: qHTS Assay for Inhibitors of the Phosphatase Activity of Eya2; Protein phosphatase EYA2 (Homo sapiens), O00167; recombinant Eya2, OMFP fluorescence dephosphorylation (OMFP is methylfluorescein phosphate); Potency, µM (doses to about 76.9 µM), inactives show top-dose activity, negative = inhibition, actives largely listed as inhibitors; 0.006% of 330,000 active; AID 488837, 2010; also: potency is read from the fitted curve at half-maximal effect; % is scaled to controls: 0 for no effect and ±100 for the full control effect
Target sequence (O00167 whole entry, looked up): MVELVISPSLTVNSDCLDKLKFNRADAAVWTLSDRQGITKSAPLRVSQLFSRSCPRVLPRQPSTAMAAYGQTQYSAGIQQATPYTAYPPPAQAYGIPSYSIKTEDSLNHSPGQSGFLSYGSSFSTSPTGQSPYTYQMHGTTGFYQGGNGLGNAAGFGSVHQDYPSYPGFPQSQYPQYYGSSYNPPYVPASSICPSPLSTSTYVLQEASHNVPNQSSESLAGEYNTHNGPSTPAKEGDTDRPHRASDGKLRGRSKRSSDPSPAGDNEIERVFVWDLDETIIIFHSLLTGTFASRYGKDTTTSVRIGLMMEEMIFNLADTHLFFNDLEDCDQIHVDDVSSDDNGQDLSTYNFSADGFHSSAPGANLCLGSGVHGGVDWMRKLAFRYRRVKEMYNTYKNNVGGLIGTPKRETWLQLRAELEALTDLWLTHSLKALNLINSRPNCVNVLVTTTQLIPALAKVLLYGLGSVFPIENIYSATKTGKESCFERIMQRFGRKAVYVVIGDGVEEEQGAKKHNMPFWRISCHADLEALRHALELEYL
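Eya2 protein (added as 0.2 uM solution) was preincubated with compound for 10 min at ambient temperature in 50 mM HEPES pH 7.5, 50 mM NaCl, 5 uM MgCl2, 0.05% BSA, 1 mM DTT. OMFP (added at 50 uM) then reacted 10 min; fluorescence read at 485/525 nm.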
TSHR antagonist: Antagonists of the Thyroid Stimulating Hormone Receptor: HTS campaign; activity change, negative = inhibition, % at 11.5 µM; AID 504810, 2011; Thyrotropin receptor (Homo sapiens), P16473; 0.2% of 330,000 active; TSHR-expressing cells, TSH-stimulated cAMP HTRF, 2 h; hits give low values;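 active = activity change below a set negative limit, meaning inhibition stronger than a set level, cut at about -70% in these data; inconclusive = activity change between two set negative limits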; also: % is scaled to controls: 0 for no effect and ±100 for the full control effect
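Competitive HTRF cAMP read-out (cryptate anti-cAMP antibody, cAMP-d2; 30 min, room temperature) in freshly harvested TSHR cells. Compounds added before TSH at EC80 (4nM final), followed by 2 hours' incubation at 37 deg C.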
Tb PFK inh: qHTS Assay to Find Inhibitors of T. brucei phosphofructokinase | ATP-dependent 6-phosphofructokinase (Trypanosoma brucei brucei), O15648 | T. brucei PFK, ADP-Glo luminescence | Potency, µM (doses to about 57.5 µM), inactives show at the highest dose activity, negative = inhibition, usual class: inhibitors | 0.17% of 330,000 active;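 also: potency is read from the fitted curve at half-maximal effect; 0% = uninhibited 1x PFK enzyme wells and -100% = no-enzyme wells; nearly all actives have a fitted effect of over 60% in size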
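ADP-Glo luminescence quantified ADP after 45 min at room temperature, with 1.25 nM T. brucei PFK, 0.1 mM ATP and 0.5 mM fructose-6-phosphate in pH 8.0 TEA buffer. qHTS titrations up to 57 µM; curves classified by quality.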
ASM inhibitor: Inhibitors of Secretory Acid Sphingomyelinase (S-ASM): qHTS | Sphingomyelin phosphodiesterase (Homo sapiens), P17405 | placental ASM, HMU-PC fluorogenic substrate, 60 min | Potency, µM (top dose mostly 57.5 µM), inactives show top-dose activity change, negative = inhibition, usual class: inhibitors | 0.006% of 340,000 active; also: potency is read from the fitted curve at half-maximal effect
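Steps: dispense placental human ASM, pin compound, wait 10 min at room temperature, add HMU-PC0 substrate at 9 uM final, incubate 60 min at 37 °C, add stop solution raising pH to 10, read fluorescence.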
ELG1 repair inh: qHTS screen for small molecules that inhibit ELG1-dependent DNA repair in human embryonic kidney (HEK293T) cells expressing luciferase-tagged ELG1. HEK293T ELG1-luciferase reporter, luminescence, 16 h; DNA damage induced by 5-fluorouridine. Potency, µM (doses to about 46.1 µM), for the others: at the top dose activity change, negative = inhibition, most hits filed as inhibitors. 2.3% of 330,000 active. AID 504467, 2011; also: potency is read from the fitted curve at half-maximal effect; % is scaled to controls: 0 for no effect and ±100 for the full control effect; nearly all actives have a fitted effect of over 55% in size
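Step one: seed 2,000 cells per well. Step two: pin-transfer compound or DMSO alongside 5-fluorouridine. Step three: incubate 16 hr, 37 °C, 5% CO2. Step four: add ONE-Glo, wait 30 min, read luminescence.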
Integrin act MD: qHTS for Activators of Integrin-Mediated Alleviation for Muscular Dystrophy. alpha7betagal myoblasts, beta-gal FDG fluorescence, 48 h. 0.064% of 350,000 active. Potency, µM (doses to about 38.3 µM), inactives show at the highest dose activation, actives largely listed as activators. AID 624291, 2012;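 also: potency is read from the fitted curve at half-maximal effect; 100% = response of the positive control SU9516; nearly all actives have a fitted effect of over 60% in size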
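alpha7betagal+/- myoblasts (passage 13, 250/well) treated 48 h at 37C with compounds at 1:260 dilution of DMSO stock. Lysed, then beta-galactosidase activity read as FDG fluorescence (ex 480/em 540) after 30 min, with pre-read for autofluorescence.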
A-T KAP1 phos: qHTS Assay for Identifying a Potential Treatment of Ataxia-Telangiectasia; 0.19% of 320,000 active; Potency, µM (top dose mostly 57.5 µM), for inactives: top-dose activation, hits mostly activators; […] A-T fibroblasts, KAP-1 phosphorylation AlphaLISA; neocarzinostatin DNA damage 30 min before lysis; also: potency is read from the fitted curve at half-maximal effect; % of control where 0% means no effect; nearly all actives have a fitted effect of over 45% in size
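hTERT-immortalized A-T patient fibroblasts ([…]), 500 cells/well in OPTI-MEM, 1% FBS, got compounds for 60 min, then NCS for 30 min at 37C. Lysates were then assayed for phospho-KAP-1 by AlphaLISA (anti-pKAP1 donor, anti-KAP1 acceptor beads), 6 hr at 25C.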
Mito fusion yeast: qHTS Assay for Small Molecule Inhibitors of Mitochondrial Division or Activators of Mitochondrial Fusion; AID 485298, 2010; S. cerevisiae fusion-defective mutant growth rescue, CellTiterGlo 48 h; 0.23% of 320,000 active; Potency, µM (top dose mostly 46.1 µM), without a hit: at the top dose growth rescue (activation), hits mostly activators;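 also: potency is read from the fitted curve at half-maximal effect; % of control where 0% means no effect; nearly all actives have a fitted effect of over 45% in size; temperature-sensitive fusion mutants such as fzo1-1 at 37 °C on non-fermentable ethanol glycerol medium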
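S. cerevisiae fusion-defective temperature-sensitive mutants (e.g. fzo1-1, mgm1-5) grown 48 h at 37C in YPEG (ethanol/glycerol non-fermentable) medium with 23 nl compound per well; growth rescue read as CellTiterGlo luminescence.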
Active calls of the source: *; ? = inconclusive; nt = not tested or not shown; [ ] = remark or other dose. Unless noted, calls follow the shape of the dose curve; as a rule, active = well fitted curve in the direction sought with a large enough effect; inconclusive = small, poorly fitted or top-dose-only effect, or another doubt; inactive = no such curve, though single readings can be large; an effect the other way counts as inactive or inconclusive.

The line under a structure holds: TSHR antagonist	BCR signal inh	Eya2 phos inh	Mito fusion yeast	Integrin act MD	Tb PFK inh	ELG1 repair inh	A-T KAP1 phos	TSG101-PTAP inh	ASM inhibitor	TCR act
- O=Cc1c(NCCc2ccc(F)cc2)c2ccccc2[nH]c1=O
→ -11	11%	-13%	8%	41%	-3%	-7%	-5%	0%	2%	0%
- O=[N+]([O-])c1ccc2[nH]cc(S(=O)(=O)N3CCN(c4cccc(Cl)c4)CC3)c2c1
→ -28	?	10%	-2%	-3%	-5%	-7%	-4%	-3%	-18%	-3%
- Cc1cc2ncn(C3CC(=O)N(Cc4ccc(N5CCCC5=O)cc4)C3=O)c2cc1C (stereo not drawn)
→ -3	-4%	7%	-2%	-3%	1%	-6%	-5%	-6%	0%	-15%
- CCN(CC)c1nc2c(s1)C(=O)CC(C)(C)C2
→ -4	?	8%	0%	3%	3%	?	nt	-3%	5%	0%
- C/C(=N\NC(=O)c1ccc2ccccc2c1)c1cccnc1
→ -6	-12%	-2%	1%	?	-1%	?	1%	-4%	1%	3%
- CC(C)=CCN1CCN(Cc2cnc(N3CCCC3)s2)CC1CCO (stereo not drawn)
→ -3	1%	-2%	3%	-7%	0%	1%	-3%	-5%	3%	-19%
- O=C(N/N=C/c1ccccc1)C(=O)N/N=C/c1ccccc1
→ -7	-6%	-6%	-1%	-11%	0%	1%	2%	1%	2%	-2%
- COc1ccc(NC(=O)/C(=C\c2ccccc2)NC(=O)c2ccco2)cc1
→ 10	0%	17%	-2%	-6%	0%	11%	12%	2%	3%	1%
- CCOc1ccc(C2c3c(oc4cc(C)c(C)cc4c3=O)C(=O)N2CCCN2CCOCC2)cc1 (stereo not drawn)
→ 14	6%	-6%	-1%	2%	1%	-25%	14%	1%	4%	-25%
- COc1ccc(NC(=O)CSc2nnc(CNC(=O)c3ccco3)o2)cc1
→ 11	-6%	-2%	-3%	13%	-5%	-2%	-1%	-4%	1%	0%
- CC1CN(Cc2nc3c(c(=O)n(C)c(=O)n3C)n2Cc2ccccc2)CC(C)O1 (stereo not drawn)
→ 1	?	23%	-9%	-4%	-1%	-3%	0%	-1%	7%	2%
- CCOC(=O)N/N=C/c1cc(C)n(-c2ccccc2)c1C
→ 2	0%	4%	0%	0%	-2%	?	-7%	-2%	-2%	-4%
- CN(C)c1ccc(/C=C2/NC(=O)NC2=O)cc1
→ -24	?	-2%	-4%	1%	1%	?	-11%	1%	21%	?
- O=S(=O)(NCc1cn2ccccc2n1)c1cc(F)ccc1F
→ -10	0%	-1%	0%	13%	0%	-6%	0%	-11%	-2%	3%[46.1 µM]
- O=[N+]([O-])c1ccc(/C=N/N2CCN(c3ccncc3S(=O)(=O)N3CCCCC3)CC2)cc1
→ -5	2%	5%	-1%	17%	-7%	-20%	7%	-4%	-7%	0%[46.1 µM]
- C=CCN(CC=C)C(=S)NC(=O)/C=C/c1ccc(C)cc1
→ 8	2%	-3%	-5%	-28%	-5%	6%	19%	-3%	3%	6%[46.1 µM]
- Cc1cccc(CC(=O)N2CCC(n3nccc3NC(=O)C3CC3)CC2)c1
→ -10	7%	-24%	1%	28%	1%	2%	6%	nt	0%	7%
- Cc1ccc(O)c(N/C=C/C(=O)c2ccc(F)cc2)c1
→ 3	?	-5%	-1%	0%	1%	?	-3%	0%	-3%	3%
- COc1ccc(CCC(=O)Nc2cc([N+](=O)[O-])ccc2OC)cc1
→ 8	4%	6%	6%	-19%	-1%	-2%	-15%	-2%	-2%	-2%
- O=C(Nc1c(C(=O)N2CCC(N3CCCCC3)CC2)oc2ccccc12)c1c(F)cccc1F
→ 4	-6%	-4%	11%	2%	2%	?	-1%	-6%	3%	-3%
- Cc1csc(NC(=O)c2cccn2C)n1
→ 2	?	-1%	-3%	28%	-11%	?	-4%	-1%	5%	1%
- CSc1nc(C)c2c(c1C#N)CCCC2
→ 7	?	6%	8%	-14%	1%	?	13%	?	0%	3%
- COc1cc(CSC)nc(-c2ccccc2)n1
→ -3	6%	-23%	3%	9%	-1%	-2%	-3%	-3%	2%	-3%
- O=C(OCC(=O)c1c[nH]c2ccccc12)c1ccco1
→ 5	-2%	15%	-3%	12%	-3%	?	7%	6%	2%	-4%
- NNc1nc2c(-c3ccc(F)cc3)nnn2c2ccccc12
→ -14	?	-4%	4%	5%	-2%	?	6%	-1%	218%[activator]	-4%
- COc1ccccc1OCC(=O)Nc1sc2c(c1C(N)=O)CCC2
→ 7	?	-16%	nt	-12%	-13%	?	2%	-2%	1%	nt
- NCCCC(=O)N1c2ccccc2Sc2ccccc21
→ 10	-8%	18%	-1%	-20%	2%	-11%	14%	1%	3%	1%
- NS(=O)(=O)c1ccc(CCNC(=O)c2cccc([N+](=O)[O-])c2)cc1
→ 8	0%	12%	-8%	0%	-26%	11%	2%	-6%	-1%	-4%
- O=C(CCn1[nH]c(=O)c2ccccc2c1=O)NCCO
→ nt	nt	nt	0%	23%	nt	nt	nt	-4%	2%	-4%
- CCOC(=O)CN1C(=O)C(C)(C)Oc2ccc(C(=O)NC(C)(C)CC)cc21
→ 3	5%	-2%	0%	-4%	-3%	?	-2%	0%	1%	1%

Part of the list above, set out differently.
Cc1cccc(CC(=O)N2CCC(n3nccc3NC(=O)C3CC3)CC2)c1
- TSHR antagonist: -10
- BCR signal inh: 7%
- Eya2 phos inh: -24%
- Mito fusion yeast: 1%
- Integrin act MD: 28%
- Tb PFK inh: 1%
- ELG1 repair inh: 2%
- A-T KAP1 phos: 6%
- TSG101-PTAP inh: nt
- ASM inhibitor: 0%
- TCR act: 7%

O=[N+]([O-])c1ccc(/C=N/N2CCN(c3ccncc3S(=O)(=O)N3CCCCC3)CC2)cc1
- TSHR antagonist: -5
- BCR signal inh: 2%
- Eya2 phos inh: 5%
- Mito fusion yeast: -1%
- Integrin act MD: 17%
- Tb PFK inh: -7%
- ELG1 repair inh: -20%
- A-T KAP1 phos: 7%
- TSG101-PTAP inh: -4%
- ASM inhibitor: -7%
- TCR act: 0%[46.1 µM]

The list continues.
The line under a structure holds: TSHR antagonist	BCR signal inh	Eya2 phos inh	Mito fusion yeast	Integrin act MD	Tb PFK inh	ELG1 repair inh	A-T KAP1 phos	TSG101-PTAP inh	ASM inhibitor	TCR act
- Cc1cc(O)cc(=O)n1CCc1ccccc1
→ 53	-3%	4%	1%	0%	2%	3%	2%	0%	2%	nt
- Oc1ccc(-c2n[nH]c(=S)n2-c2ccc3c(c2)OCCO3)c(O)c1
→ -9	?	5%	-1%	6%	-21%	3.7µM*	6%	-5%	0%	1%[46.1 µM]
- CCCC(=O)C1=C(O)C(C(=O)OC)C(C)(C)CC1=Nc1cccc([N+](=O)[O-])c1 (stereo not drawn)
→ 4	1%	11%	7%	-18%	1%	?	-7%	-2%	-8%	0%
- O=C(c1ccco1)N1CCN(Cc2c(F)cccc2Cl)CC1
→ -16	0%	8%	1%	?	1%	?	10%	-3%	1%	nt
- COc1ccc(C(=O)NCCS(=O)(=O)N2CCc3ccccc3C2)c(OC)c1
→ 1	-3%	-20%	2%	-6%	-5%	-19%	4%	1%	-2%	0%

The order is random, and some 3.2% of all compounds hit somewhere here.
